Screening data: PubChem BioAssay, several laboratories
HSP90 inh: blocks HSP90-mediated luciferase refolding in reticulocyte lysate; 0.91% of 290,000 active; inhibition, % at 5.6 µM; Rabbit reticulocyte lysate, luciferase refolding luminescence, 3 h; AID 1789;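 active means inhibition above the screen-wide mean plus 3 SD, computed separately per campaign, cut at about 16% in these data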;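 further: 0% = DMSO wells and 100% = 60 µM geldanamycin wells; inhibitors lower the luminescence because luciferase stays unfolded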
KLF5 inhibitor: suppresses KLF5 promoter-driven expression | DLD-1 KLF5 promoter-luciferase reporter, luminescence | inhibition, % at 5 µM | 0.23% of 290,000 active;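 active means inhibition above a per-plate limit of that plate's mean compound inhibition plus 3 SD, cut at about 60% in these data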;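 further: 0% = DMSO wells and 100% = LY294002 at 200 µM; higher means less KLF5 promoter-driven luciferase light; inactives centre near -14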
aSyn 5UTR inh: 5' untranslated region of α-synuclein, MLPCN primary screen. alpha-synuclein 5'UTR reporter, inhibitor activity. inhibition, % (tested at 7.5 µM). 0.82% of 300,000 active; in the data active means inhibition above about 60%; inconclusive means no clear call, values can overlap the other calls;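 further: H4 neuroglioblastoma cells stably carrying SNCA 5'UTR luciferase fusion; 0% = DMSO wells and 100% = positive control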
HSF1 inh: HSF1 inhibition | activity change, negative = inhibition, % at 7.5 µM (by protocol) | AID 2098 | 0.77% of 300,000 active | NIH3T3-HGL HSE-luciferase, MG132-induced, luminescence 8 h; hits give low values;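 active means more than half of replicate wells show activity change below -50%, luminescence cut by over half; inconclusive means some wells, but at most half, below -50%; inactive means no replicate well below -50%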;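 further: luciferase reports HSF-1 transcriptional activity via heat shock element; 0% = median of DMSO wells and -100% = zero luminescence signal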
HIF activator: HIF pathway transcriptional activation | 0.32% of 300,000 active | AID 1910 | U2OS HRE-luciferase reporter, luminescence; normalized: DMSO 0%, desferrioxamine 100% | activation, % at 7.5 µM (by protocol);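 active means mean activation of at least 10% of the iron chelator positive control signal, with at least half of replicates also reaching 10%; inconclusive means mean and replicate majority disagree about reaching 10%; inactive means mean and most replicates under 10%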
AI-2 QS mod: Vibrio harveyi AI-2 quorum sensing modulation | 0.4% of 300,000 active | Vibrio harveyi JMH597 AI-2 luminescence/OD600 ratio, 9 h; hits give low values; strain lacks LuxN and CqsS sensors; 0 = neutral-control median | activity change, % at 7.5 µM; in the data active means activity change below about -75%, passing the limit was not always enough; inconclusive means no clear call, values can overlap the other calls;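 further: luminescence divided by OD600 gain over 9 h not by final OD600 alone; inactives centre near 13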
Platelet DG rel: platelet dense granule release activity; inhibition, %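 (compounds screened at 7.5 µM in platelet-rich plasma)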; 0.22% of 300,000 active; human platelet-rich plasma, SFLLRN dense granule ATP release, luminescence;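 active means mean replicate score, as percent of positive control, at or above 50; inconclusive means mean below 50 but at least one replicate at or above 50; inactive means mean and every replicate below 50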
SKKanGAS inh: SKKanGAS growth inhibition. S. pyogenes SKKanGAS, kanamycin growth, BacTiter-Glo, 6 h. inhibition, % at 7.5 µM. 1.3% of 300,000 active. AID 1662;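 active means mean replicate score, as percent of positive control median, at least 50; inconclusive means mean below 50 but one replicate at or above 50; inactive means mean and every replicate below 50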;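 further: strain carries kanamycin resistance gene driven by streptokinase promoter and grows in 40 µg/ml kanamycin; loss of luminescence reflects streptokinase promoter inhibition or plain growth inhibition; 0% = median of DMSO wells and 100% = positive control at its reference dose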
HSF-1 act: increases HSF-1 driven luciferase reporter signal | NIH3T3-HGL HSF-1 luciferase reporter, MG132, 8 h; 100% = twice DMSO control signal | activation, % at 9 µM | 1.7% of 300,000 active;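 active means mean replicate activation of at least 50% with a set share of replicates each reaching 50%; inconclusive means only one of those two conditions met; inactive means mean below 50% and too few replicates reaching it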;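 further: 0% = median of the neutral control wells and 100% = twice that signal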
IEC-6 cytotox: kills IEC-6 intestinal cells in KLF5 counter-screen; 0.78% of 290,000 active; AID 1825; IEC-6 cytotoxicity, luminescence viability; inhibition, % at 5 µM; in the data active means inhibition above about 22%;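 further: 0% = plate median of test compound wells and 100% = cytotoxic reference compound wells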
* = called active by the depositor; ? = inconclusive; . = not tested or not shown.

Screens in order: HSP90 inh	KLF5 inhibitor	aSyn 5UTR inh	HSF1 inh	HIF activator	AI-2 QS mod	Platelet DG rel	SKKanGAS inh	HSF-1 act	IEC-6 cytotox
1: N#CC1=C(N)Oc2n[nH]c(-c3ccccc3)c2C1c1ccsc1 (stereo not given)
 : -1	-15	7	4	0.1	8	-18	-2	10	-2
2: C[C@H](N)c1nnc(SCc2ccc(Cl)cc2Cl)o1
 : -4	-13	4	4	-1.1	37	7	5	8	0
3: CC(NC(=O)C(=O)N1CCCCC1)C(c1cccs1)N1CCN(c2ccccc2)CC1 (stereo not given)
 : 4	-8	3	6	-0.6	8	1	3	-6	0
4: COc1ccc(/C=N/NC(=O)c2cc(C)oc2C)cc1OC
 : 3	-42	31	-2	0.1	4	16	-1	21	3
5: CCN(Cc1ccccc1)S(=O)(=O)c1ccc(S(=O)(=O)N(Cc2cccc(OC)c2)CC2CCCO2)cc1 (stereo not given)
 : 8	-49	39	-6	-0.6	.	12	-4	-3	-2
6: Nc1c(Cl)cc(C2=NCCn3c2c2ccc(C(F)(F)F)cc2[n+]3[O-])cc1Cl
 : .	.	-10	-7	0.8	1	-2	6	-9	.
7: CCCC1=NN2C(=N)/C(=C\c3ccc(OCCOc4ccc(NC(C)=O)cc4)c(OC)c3)C(=O)N=C2S1
 : 1	-19	-14	4	-0.5	15	-2	-3	-4	5
8: CCOC(=O)C1(Cc2cccc(Cl)c2)CCCN(C(=O)CCC(=O)N(C)C)C1 (stereo not given)
 : 2	-32	-7	-3	0.0	8	3	4	2	3
9: CN(Cc1ccccc1)C(=O)c1ccc(NC2=NC3CS(=O)(=O)CC3S2)cc1 (stereo not given)
 : -1	7	20	-3	-0.2	11	-1	-1	-9	-7
10: O=C(Nc1ncc(Cl)cc1Cl)c1c(F)cccc1Cl
 : 1	-27	6	8	0.7	13	3	-1	3	-1
11: CCCC1=C(C(=O)OCC)C(c2ccco2)n2ncnc2N1 (stereo not given)
 : 10	25	-18	7	0.3	6	0	-1	4	3
12: O=[N+]([O-])c1ccc(Cl)c(C2Nc3cccc4cccc(c34)N2)c1
 : 8	17	26	3	0.5	19	-4	14	-5	70*
13: CCc1ccc(N2C(=O)Cc3c2nc(N)c(C#N)c3N)cc1
 : 9	-33	-160	-4	1.2	10	-5	-8	11	2
14: COc1ccc(N2CCN(C(=O)CN(C)S(=O)(=O)c3cnc[nH]3)CC2)cc1
 : -2	-24	6	-12	-0.2	15	-1	-11	-18	-3
15: Cc1ccc(-c2nc3ncccn3c2Nc2ccc3c(c2)OCCO3)cc1
 : 2	-41	-64	-3	3.1	6	2	8	-4	5
16: Cc1ccc(C2C(C(=O)c3cc4ccccc4o3)=C(O)C(=O)N2CCN2CCOCC2)o1 (stereo not given)
 : -2	-30	-12	-5	1.5	5	-3	-1	13	0
17: Cc1c(OCC(=O)N[C@@H](Cc2ccccc2)C(=O)O)ccc2c1oc(=O)c1ccccc12
 : -7	-4	-1	-1	0.0	3	5	17	-4	-1
18: O=C1Cc2ccccc2N1c1c(Cl)cccc1Cl
 : -6	9	14	6	0.0	6	3	0	-3	-7
19: COc1ccc(C(=O)/C=C/Nc2ccc(S(=O)(=O)Nc3nc(C)cc(C)n3)cc2)c(OC)c1
 : 4	-18	22	-1	-0.7	16	6	7	-22	2
20: CCCCNC(=O)Nc1cc(C)on1
 : 3	-37	-18	-5	0.5	-2	-2	-1	2	-1
21: O=C(NC1CCCCC1)C(c1ccc(F)cc1)N(Cc1ccco1)C(=O)c1ccccn1 (stereo not given)
 : -2	-38	-12	.	-0.4	4	0	0	.	-7
22: Cn1c(SCCCC(=O)c2ccc(Br)cc2)nnc1-c1ccncc1
 : 1	-29	-6	8	-0.4	6	-1	-13	27	3
23: Cn1c(N)c(C(=O)COC(=O)C2CCN(S(=O)(=O)c3cccs3)CC2)c(=O)n(C)c1=O
 : 2	-16	16	1	-0.3	8	-4	0	1	7
24: Nn1c(SCC(=O)N2CCOCC2)nnc1-c1ccccc1Cl
 : 1	-10	-18	7	-0.1	17	-5	3	13	7
25: Cc1c(Cl)cccc1NC(=O)CC(NCCN1CCOCC1)C(=O)O (stereo not given)
 : .	.	5	-4	-0.4	11	-5	4	-6	.
26: CCN(CC(=O)NCC1CCCO1)S(=O)(=O)c1ccc2ccccc2c1 (stereo not given)
 : 2	-15	21	-1	-13	.	0	-2	29	6
27: COc1cc(CCCN2C(=S)NC[C@H]2Cc2ccc(O)cc2)cc(OC)c1OC
 : 0	-30	-1	-2	0.0	12	-2	-3	-7	-4
28: Cc1cc2nc(-c3ccc[nH]c3=O)n(Cc3ccc(F)cc3)c2cc1C
 : -3	-21	-12	4	-1.9	32	2	-2	14	1
29: COc1ccc(OC)c(CCNC(=O)Cn2sc3nc(C)cc(C)c3c2=O)c1
 : 1	-22	9	2	0.0	16	43	10	-5	-8
30: CCn1c(=O)n(CC)c2cc(S(=O)(=O)Nc3cc(C)cc(C)c3C#N)ccc21
 : 8	1	11	-5	0.0	5	-4	4	-4	6
31: CC(C)c1csc(CN2CCC(N3CCC(C(=O)N4CCOCC4)CC3)CC2)n1
 : -7	-18	-11	-3	-0.1	15	5	12	-9	1
32: COc1ccc(OCC(=O)N2CCOCC2)cc1
 : -3	-35	-9	3	0.4	6	2	-3	-2	-6
33: CC(=O)N1CCN(Cc2nc3ccc(Cl)cc3n2CCO)CC1
 : -2	6	21	-13	2.8	13	-5	3	4	2
34: COc1ccc(CC(=O)Nc2ccccc2N2CCOCC2)cc1OC
 : 0	-10	4	3	-0.1	16	5	1	0	0
35: COc1ccccc1NC(=O)COc1ccccc1C(=O)c1cnn(-c2ccccc2)c1
 : -3	-85	-136	13	1.3	3	1	11	2	2
36: CCCN1Cc2cccc(C(=O)Nc3ccc4c(c3)OCCO4)c2C1=O
 : 3	-61	-19	-6	0.1	27	5	-2	-6	-1
37: OCCC1CN(CC2CC2)CCN1Cc1ccc(F)c(F)c1 (stereo not given)
 : -5	-43	3	1	0.6	-1	7	10	-5	-3
38: O=S1(=O)CCN(C(CO)c2ccccc2)CC1 (stereo not given)
 : 5	1	1	-5	-0.9	24	-7	0	-2	10
39: O=C(NC1CCSc2ccccc21)c1ccc(F)cc1 (stereo not given)
 : -2	-22	-13	-1	0.3	21	28	2	-9	6
40: COc1ccc(NC(=O)/C(=C\c2ccc(OS(=O)(=O)c3ccc(C)cc3)cc2)NC(=O)c2ccccc2)cc1
 : 3	-8	13	-2	-0.1	22	-4	13	11	1

Arranged by SMILES length (low to high): 16 of the compounds above
Screens in order: HSP90 inh	KLF5 inhibitor	aSyn 5UTR inh	HSF1 inh	HIF activator	AI-2 QS mod	Platelet DG rel	SKKanGAS inh	HSF-1 act	IEC-6 cytotox
32: COc1ccc(OCC(=O)N2CCOCC2)cc1
 : -3	-35	-9	3	0.4	6	2	-3	-2	-6
38: O=S1(=O)CCN(C(CO)c2ccccc2)CC1 (stereo not given)
 : 5	1	1	-5	-0.9	24	-7	0	-2	10
39: O=C(NC1CCSc2ccccc21)c1ccc(F)cc1 (stereo not given)
 : -2	-22	-13	-1	0.3	21	28	2	-9	6
37: OCCC1CN(CC2CC2)CCN1Cc1ccc(F)c(F)c1 (stereo not given)
 : -5	-43	3	1	0.6	-1	7	10	-5	-3
24: Nn1c(SCC(=O)N2CCOCC2)nnc1-c1ccccc1Cl
 : 1	-10	-18	7	-0.1	17	-5	3	13	7
34: COc1ccc(CC(=O)Nc2ccccc2N2CCOCC2)cc1OC
 : 0	-10	4	3	-0.1	16	5	1	0	0
25: Cc1c(Cl)cccc1NC(=O)CC(NCCN1CCOCC1)C(=O)O (stereo not given)
 : .	.	5	-4	-0.4	11	-5	4	-6	.
36: CCCN1Cc2cccc(C(=O)Nc3ccc4c(c3)OCCO4)c2C1=O
 : 3	-61	-19	-6	0.1	27	5	-2	-6	-1
26: CCN(CC(=O)NCC1CCCO1)S(=O)(=O)c1ccc2ccccc2c1 (stereo not given)
 : 2	-15	21	-1	-13	.	0	-2	29	6
28: Cc1cc2nc(-c3ccc[nH]c3=O)n(Cc3ccc(F)cc3)c2cc1C
 : -3	-21	-12	4	-1.9	32	2	-2	14	1
29: COc1ccc(OC)c(CCNC(=O)Cn2sc3nc(C)cc(C)c3c2=O)c1
 : 1	-22	9	2	0.0	16	43	10	-5	-8
27: COc1cc(CCCN2C(=S)NC[C@H]2Cc2ccc(O)cc2)cc(OC)c1OC
 : 0	-30	-1	-2	0.0	12	-2	-3	-7	-4
35: COc1ccccc1NC(=O)COc1ccccc1C(=O)c1cnn(-c2ccccc2)c1
 : -3	-85	-136	13	1.3	3	1	11	2	2
30: CCn1c(=O)n(CC)c2cc(S(=O)(=O)Nc3cc(C)cc(C)c3C#N)ccc21
 : 8	1	11	-5	0.0	5	-4	4	-4	6
23: Cn1c(N)c(C(=O)COC(=O)C2CCN(S(=O)(=O)c3cccs3)CC2)c(=O)n(C)c1=O
 : 2	-16	16	1	-0.3	8	-4	0	1	7
40: COc1ccc(NC(=O)/C(=C\c2ccc(OS(=O)(=O)c3ccc(C)cc3)cc2)NC(=O)c2ccccc2)cc1
 : 3	-8	13	-2	-0.1	22	-4	13	11	1

(further entries)
Screens in order: HSP90 inh	KLF5 inhibitor	aSyn 5UTR inh	HSF1 inh	HIF activator	AI-2 QS mod	Platelet DG rel	SKKanGAS inh	HSF-1 act	IEC-6 cytotox
41: CC1=NN(C(=S)Nc2ccccc2)C(c2ccccc2)C1 (stereo not given)
 : -6	-8	-8	-4	0.3	21	-7	-6	9	-6
42: CC1C2(C)OC(=N)C(C#N)(C(C)O2)C1(C#N)C#N (stereo not given)
 : 1	-1	-7	?	-0.5	22	-1	-7	-46	4
43: Cc1ccc(S(=O)(=O)NNC(=O)Nc2ccccc2F)c(C)c1
 : 3	-23	6	-3	-0.2	-6	13	-9	9	-6
44: CCOc1ccc(CN(C)CC(=O)Nc2cc(C)c(C)cc2[N+](=O)[O-])cc1
 : 3	-32	3	-12	0.8	.	2	-3	-5	-9
45: Cc1[nH]c(=O)[nH]c(=O)c1S(=O)(=O)N1CCC(C(=O)NC(C)c2ccccc2)CC1 (stereo not given)
 : -3	-7	-4	-6	-0.4	4	-23	-11	10	-2
